Compound activity from PubChem BioAssay.
MRP1 act: H69AR viability gain despite doxorubicin, primary screen, MRP-1 activator project, H69AR cells, CellTiter-Glo. viability rescue. viability increase, % at 10 µM. 140,000 tested, 0.61% active;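 active means viability gain under doxorubicin at or above a set limit, the compound median plus 3 SD, cut at about 4.7% in these data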;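 further: MRP-1 overexpressing cells given doxorubicin 25 µM after compound pretreatment; 18-22 h compound pretreatment then 72 h with doxorubicin before readout; 0% = doxorubicin-only wells and 100% = vehicle-treated cells without doxorubicin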
HCT116 PTEN-null: growth suppression of PTEN-null HCT116, primary screen, cell-based, CellTiter-Glo; AID 827, 2007; viability, % at 10 µM; HCT116 PTEN-null viability, 60 h; stronger effect = lower value; 140,000 tested, 1.2% active;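 active means viability at or below a set limit, 4 SD under the median of all tested compounds, cut at about 3.7% in these data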;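 further: PTEN knockout HCT116 line with beta catenin targeted HCT116 as companion control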
GALR2 blocker: GALR2 antagonists in receptor-expressing cells, primary screen. antagonist mode. inhibition, % at 4 µM. 140,000 tested, 0.39% active. AID 828, 2007; in the data active means inhibition above about 27%;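 further: cells stimulated with galanin 1-16 at roughly its EC80; 0% = agonist challenge control and 100% = basal control without agonist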
Target sequence (O43603 whole entry, looked up): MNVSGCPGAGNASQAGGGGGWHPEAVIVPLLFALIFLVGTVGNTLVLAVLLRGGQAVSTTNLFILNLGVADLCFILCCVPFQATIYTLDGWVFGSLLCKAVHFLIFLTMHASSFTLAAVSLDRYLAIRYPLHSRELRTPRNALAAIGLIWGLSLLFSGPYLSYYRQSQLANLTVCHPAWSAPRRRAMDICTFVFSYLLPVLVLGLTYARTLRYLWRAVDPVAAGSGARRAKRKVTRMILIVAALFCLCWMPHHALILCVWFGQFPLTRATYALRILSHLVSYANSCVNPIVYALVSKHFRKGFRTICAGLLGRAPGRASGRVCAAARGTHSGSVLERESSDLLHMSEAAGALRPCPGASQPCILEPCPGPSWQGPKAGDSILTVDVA
bCat KO growth: primary screen for growth suppressors in beta-catenin knockout HCT116 cells (colon tumor, human). HCT116 beta-catenin knockout viability, CellTiter-Glo, 60 h; stronger effect = lower value. viability, % at 10 µM. 140,000 tested, 1.5% active;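 active means viability at or under a set limit, the compound median less 4 SD, cut at about 6% in these data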;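 further: 0% = Hyamine 1622 control at 20 µM and 100% = untreated cell control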
Yeast growth inh: growth inhibitors of yeast BB579 in restrictive medium, primary screen, yeast lifespan-shortening project, S. cerevisiae. OD615, 48 h. inhibition, % at 10 µM. 140,000 tested, 0.51% active. AID 804, 2007;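 active means inhibition above a set limit, 3 SD over the mean compound inhibition, cut at about 44% in these data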; further: inactives centre near -24
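Assay system: S. cerevisiae DeaD strain BB579 yeast. Medium: CSMM-D restrictive synthetic medium containing dextrose (glucose). Times: 4 h cell preincubation, 48 h compound exposure, 30 °C humidified. Signal: OD615 turbidity measurement. Benchmarks: positive control amphotericin B 10 µg/mL.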
NPY Y2 blocker: NPY-Y2 receptor antagonists, primary screen, cell-based. NPY-Y2 expressing cells, antagonist mode. inhibition, % at 2.7 µM. 140,000 tested, 0.99% active; in the data active means inhibition above about 17%;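 further: 0% = vehicle with agonist challenge and 100% = reference antagonist with challenge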
Target sequence (P49146 whole entry, looked up): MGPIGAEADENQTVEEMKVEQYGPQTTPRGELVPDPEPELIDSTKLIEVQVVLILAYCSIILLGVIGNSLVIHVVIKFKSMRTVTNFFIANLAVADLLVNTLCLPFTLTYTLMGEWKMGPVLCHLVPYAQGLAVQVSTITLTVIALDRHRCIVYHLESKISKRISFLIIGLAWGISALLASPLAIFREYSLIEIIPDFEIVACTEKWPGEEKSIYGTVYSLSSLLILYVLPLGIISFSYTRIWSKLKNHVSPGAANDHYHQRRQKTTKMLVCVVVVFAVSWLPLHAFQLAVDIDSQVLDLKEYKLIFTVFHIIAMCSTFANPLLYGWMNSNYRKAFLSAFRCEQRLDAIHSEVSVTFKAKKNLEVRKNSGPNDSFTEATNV
Phagocyt inh: inhibitors of macrophage phagocytosis, primary screen, imaging, J774A.1 cells, IgG beads; J774A.1 macrophage IgG-bead phagocytosis; inhibition, % at 5 µM; 110,000 tested, 0.07% active; AID 1029, 2008;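 active means inhibition above the mean of the plate negative controls plus 5 SD, cut at about 13% in these data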;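 further: phagocytic index as fraction of beads internalized from green versus red external bead signal; plate controls were DMSO negative control for no effect and cytochalasin-D positive control for full effect; some results beyond the cut were filed as inactive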
Yeast life ext: compounds extending yeast replicative lifespan, primary screen, S. cerevisiae, OD615; S. cerevisiae growth with nicotinamide; deaD strain in restrictive glucose medium; inhibition of the nicotinamide effect, % at 10 µM; 130,000 tested, 0.68% active; AID 775, 2007;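 active means inhibition above a set limit, placed 3 SD over the median of all compounds, cut at about 26% in these data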;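 further: 0% = nicotinamide-treated wells and 100% = cells grown without nicotinamide; some compounds called inactive have numbers as strong as hits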
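Material: Modified budding yeast, DeaD strain | Medium: Restrictive glucose medium | Probe or stimulus: 1.5 mM nicotinamide | Dosing: Single dose 10 µM compound, 0.25% DMSO | Times: 48 h at 30 °C | Technique: OD615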
Measles CPE: compounds protecting cells from measles virus cytopathic effect, primary screen, measles RdRp inhibitor project, single point, MLSMR library, absorbance; Measles virus-infected cells, CPE protection; protection (pct of control), % at 4 µM; 140,000 tested, 1.5% active; AID 841, 2007; in the data active means protection mostly above about 24%, no sharp cut-off; inactive means mostly below about 26%; further: some compounds called inactive have numbers as strong as hits
E-sel TNF inh: E-selectin induction blockers in HUVEC – imaging, immunofluorescence, high content, primary screen; inhibition, % at 2 µM; HUVEC TNFa-induced E-selectin immunofluorescence; 120,000 tested, 0.71% active;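 active means inhibition above the batch mean plus 3 SD, and confirmed as a hit on visual image review, cut at about 43% in these data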;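 further: 0% = TNF-stimulated DMSO wells and 100% = unstimulated control wells; not every result past the cut was called active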
Active calls of the source: *; . = no result given.

SMILES | MRP1 act | HCT116 PTEN-null | GALR2 blocker | bCat KO growth | Yeast growth inh | NPY Y2 blocker | Phagocyt inh | Yeast life ext | Measles CPE | E-sel TNF inh
Cc1cc(NC(=O)COC(=O)c2ccc(S(=O)(=O)N3CCCc4ccccc43)cc2)no1 | -4.0 | 10 | 14 | 13 | -12 | 4 | . | -24 | 0 | 12
COc1cccc2cc(-c3nnc(SCC(=O)Nc4nc(C)cs4)n3C)oc12 | -3.8 | 93 | -9 | 112 | -43 | 7 | -2 | -15 | 3 | 11
Cc1cc(C)cc(C(=O)OCC(=O)Nc2cccc(S(=O)(=O)NC3=NCCCCC3)c2)c1 | -1.2 | 89 | 13 | 80 | 10 | 2 | -5 | 7 | 7 | .
COc1ccc(CCNC(=O)c2cc(-c3ccc(C)cc3O)n[nH]2)cc1OC | -3.9 | 76 | 8 | 79 | -29 | 3 | 2 | 0 | 2 | -24
CC(C)CCNC(=O)c1c[nH]c2ccc(S(=O)(=O)N3CCC4(CC3)OCCO4)cc2c1=O | -3.8 | 78 | -1 | 89 | -52 | -2 | 0 | 7 | 12 | 2
NC(=O)c1ccc(Oc2ccc(Cl)c3ccccc23)c([N+](=O)[O-])c1 | -3.8 | 76 | 2 | 81 | -23 | 1 | -4 | -1 | 3 | -11
Cc1nn(-c2ccccc2C(=O)O)c(=O)c2ccccc12 | -0.8 | 82 | -4 | 78 | -55 | 2 | 5 | -5 | 12 | -56
Cc1nc2ccc(S(=O)(=O)NC(C(=O)NCc3ccco3)C(C)C)cc2s1 (stereo unspecified) | -1.6 | 112 | 16 | 99 | -17 | 2 | 1 | -6 | 13 | -10
CCOC(=O)Cn1c(C(=O)OCC)cc2sccc21 | -0.6 | 92 | 3 | 103 | -8 | 1 | 0 | -7 | 14 | 2
O=C(C1CCCN(S(=O)(=O)c2cccc3nonc23)C1)N1CCN(c2cccc(Cl)c2)CC1 (stereo unspecified) | -3.4 | 39 | -3 | 47 | -48 | 0 | . | -2 | 10 | -13
CCOC(=O)c1c(NC(=O)C2=C(C)NC(=S)NC2c2ccc(CC)cc2)sc(C)c1C (stereo unspecified) | -1.7 | 54 | -2 | 63 | -36 | 1 | -1 | 0 | 4 | -6
COc1ccc(N2C(=O)CC(NCCNc3ccc([N+](=O)[O-])cn3)C2=O)cc1 (stereo unspecified) | -0.1 | 104 | 2 | 96 | -2 | 1 | -1 | 5 | 3 | .
C=CCNc1nc(Cl)nc(Nc2ccc(OC)cc2)n1 | -1.9 | 87 | 1 | 87 | -52 | 10 | . | -23 | 5 | -11
CC1CCN(CCNC(=O)CCS(=O)(=O)c2ccc(Br)cc2)CC1 | -1.7 | 94 | -5 | 95 | -25 | 0 | -4 | -3 | 13 | -11
O=C(O)C(c1ccccc1)N1CCCC1 (stereo unspecified) | -2.1 | 93 | 10 | 89 | -6 | -1 | . | -2 | 22 | -29
Cn1c2ccccc2c(=O)c2c(=O)n(C3CCCCC3)c(-c3cccs3)nc21 | -1.9 | 14 | 2 | 25 | -15 | 1 | . | 5 | 5 | -10
O=S(=O)(c1ccccc1)N(CC(O)CN1CCCCC1)c1ccccc1 (stereo unspecified) | -1.7 | 87 | -2 | 86 | 5 | 2 | 1 | -9 | 1 | -19
Clc1ccc2oc(-c3cccnc3NCc3ccccc3)nc2c1 | 2.5 | 101 | -13 | 110 | -86 | 0 | 0 | -15 | 14 | -13
Cc1ccc(/C=N/N=C/c2ccc(C)s2)s1 | -0.7 | 107 | 13 | 95 | -33 | 1 | 2 | -6 | 23 | .
O=C(CSc1nc(-c2cccs2)cc(C(F)(F)F)n1)NCc1ccccc1 | 0.6 | 92 | -5 | 87 | -50 | 2 | 0 | 3 | 1 | .
Cc1ccc([N+](=O)[O-])cc1S(=O)(=O)NCCc1c(C)[nH]c2ccccc12 | -1.0 | 82 | 2 | 88 | -21 | -4 | -13 | -4 | 22 | -3
CCCCCc1c(C)nc(SCC(=O)O)[nH]c1=O | 1.6 | 99 | 2 | 91 | -3 | 2 | 0 | 15 | 4 | -28
COc1ccc2c(c1OC)C(=O)OC2Nc1nc(-c2cc3cc([N+](=O)[O-])ccc3oc2=O)cs1 (stereo unspecified) | 1.2 | 105 | -6 | 93 | 11 | 3 | -5 | -7 | 12 | 52
COc1ccc2cc(CCNC(=O)CC(C)(C)C)c(=O)[nH]c2c1 | -1.4 | 101 | -12 | 96 | 11 | 2 | . | . | 11 | 0
CCOC(=O)c1cc(NC(=O)Nc2nccs2)c(C)nc1C | -1.0 | 100 | 7 | 88 | -5 | 0 | -3 | 1 | 15 | .
CCCC(=O)NC(=S)Nc1ccccc1F | -4.1 | 86 | 13 | 81 | -16 | 0 | . | -19 | 2 | -12
COc1ccc(COCC(O)CN2CCC(CN3C(=O)c4cccc5cccc(c45)C3=O)CC2)cc1OC (stereo unspecified) | -2.5 | 39 | 2 | 37 | -41 | 8 | -4 | 4 | 4 | 16
Cc1ccc(S(=O)(=O)NNC(=O)Nc2cccc3ccccc23)cc1 | -2.2 | 109 | 4 | 92 | -49 | 2 | 0 | 3 | 10 | .
COc1ccc(C(C(=O)NC2CCCCC2)N(CC2CCCO2)C(=O)C2COc3ccccc3O2)cc1OC (stereo unspecified) | -5.5 | 5 | 1 | 34 | -68 | 1 | . | . | 4 | 14
O=C(CN1CCN(S(=O)(=O)c2ccc(Br)cc2)CC1)N/N=C/c1ccc(Cl)c([N+](=O)[O-])c1 | -4.9 | 106 | -9 | 96 | 0 | -1 | -9 | -5 | 6 | 29
COC(=O)c1ccc(Cn2c(O)c(N=O)c3ccccc32)o1 | 1.5 | 92 | 5 | 88 | -10 | 1 | -1 | -2 | 66* | .
CC(=O)c1cn(CCCCCCCCCCn2cc(C(C)=O)c(=O)[nH]c2=O)c(=O)[nH]c1=O | -0.8 | 90 | -6 | 94 | -34 | 2 | . | -3 | 9 | -13
COc1ccc(CC(=O)NC(c2ccccc2)c2ccccc2)cc1S(=O)(=O)N1CCOCC1 | 0.2 | 101 | 14 | 100 | -13 | 4 | 1 | -13 | 18 | 18
CCOc1ccc(C(CCc2ccccc2)NC(=O)c2ccccc2F)cc1OCC (stereo unspecified) | -0.9 | 88 | -6 | 83 | -42 | 9 | 0 | -3 | 10 | 40
Cc1nc2ccccn2c1/C(O)=C1\C(=O)C(=O)N(CCN2CCOCC2)C1c1ccncc1 (stereo unspecified) | -1.3 | 89 | 2 | 89 | -24 | 4 | -2 | -14 | 14 | 9
CCOC(=O)N1CCN(C(=O)CCNS(=O)(=O)c2cc(Br)cnc2N)CC1 | 0.1 | 100 | -7 | 99 | -25 | 3 | . | -9 | 6 | .
COc1cccc(C(=O)N2N=C(c3cccc(OC)c3)CC2(O)C(F)(F)F)c1 (stereo unspecified) | -0.4 | 98 | 6 | 96 | -63 | 2 | . | -5 | 19 | 14
O=C(Nc1ccc(S(=O)(=O)N2CCCCC2)cc1)c1ccccc1Cl | -0.6 | 83 | 7 | 94 | 2 | -1 | 0 | -10 | 12 | 5
COc1ccc(-c2nnc(SCC(=O)NCCc3ccccc3)o2)cc1 | -2.2 | 97 | -1 | 100 | -24 | 6 | . | . | 27 | -5
CCCC(=O)N(C)c1nnc(-c2ccc(OC)cc2)s1 | -2.5 | 92 | 0 | 91 | -36 | 4 | 0 | -8 | 5 | 0

Complete entries as entered above. Screens in order: MRP1 act	HCT116 PTEN-null	GALR2 blocker	bCat KO growth	Yeast growth inh	NPY Y2 blocker	Phagocyt inh	Yeast life ext	Measles CPE	E-sel TNF inh
`CCCC(=O)N(C)c1nnc(-c2ccc(OC)cc2)s1` across the screens: -2.5	92	0	91	-36	4	0	-8	5	0
`CCOc1ccc(C(CCc2ccccc2)NC(=O)c2ccccc2F)cc1OCC` (stereo unspecified) across the screens: -0.9	88	-6	83	-42	9	0	-3	10	40

Next part
SMILES | MRP1 act | HCT116 PTEN-null | GALR2 blocker | bCat KO growth | Yeast growth inh | NPY Y2 blocker | Phagocyt inh | Yeast life ext | Measles CPE | E-sel TNF inh
CC(OC(=O)C1CCN(S(=O)(=O)c2ccccc2)CC1)C(=O)Nc1ncc(Cl)cc1Cl (stereo unspecified) | -2.3 | 103 | -1 | 95 | -20 | 4 | -1 | -16 | 2 | .
CCCCOC(=O)c1[nH]c2c(c1C)C(=O)CC(c1cc(OC)c(OC)c(OC)c1)C2 (stereo unspecified) | -2.7 | 43 | 19 | 38 | -41 | 2 | 0 | -3 | 9 | -40
COc1ccc(N2CCN(S(=O)(=O)c3ccc(-n4cnnn4)c(C)c3)CC2)cc1 | -1.8 | 96 | 2 | 93 | -31 | 1 | -10 | 3 | 7 | 16
CCOC(=O)c1oc2cc(O)cc(C)c2c(=O)c1-c1cscn1 | -0.8 | 114 | 0 | 98 | -44 | 1 | 0 | -9 | 4 | -17
CCOC(=O)Cc1csc(NC(=O)CCNS(=O)(=O)c2ccc3c(c2)CCC(=O)N3)n1 | -1.3 | 94 | -4 | 88 | -43 | 3 | 0 | -5 | 17 | .
N#CNC1=NCN(Cc2ccccc2)CN1 | -1.8 | 96 | 9 | 112 | -20 | 0 | 1 | -11 | 29 | .
COc1ccc(N=Cc2c[nH][nH]c2=O)cc1 | -1.9 | 96 | 2 | 98 | 4 | 0 | 1 | -10 | 9 | -80
COCCn1nnnc1C(c1ccc(OC)cc1OC)N1CCN(c2ccccc2)CC1 (stereo unspecified) | -3.6 | 87 | 2 | 94 | -17 | 3 | 0 | -1 | 9 | 8
CCCNC(=O)COC(=O)c1ccccc1C(=O)N(C)C1CCCCC1 | -0.9 | 105 | -12 | 90 | -13 | -1 | -4 | 1 | 38 | .
O=[N+]([O-])c1ccc(N2CCCCC2)c(Cl)c1N1CCCCC1 | -1.6 | 97 | -7 | 103 | -22 | 2 | . | -3 | 4 | 17
CC(C)C(=O)Nc1cccc(C(=O)Nc2nnc(C(C)(C)C)s2)c1 | -2.0 | 102 | 1 | 109 | -40 | -2 | -2 | -18 | 5 | -21
COc1ccc(OC)c(NC(=O)COC(=O)CCCN2C(=O)c3ccccc3C2=O)c1 | 0.9 | 103 | -1 | 93 | -18 | 2 | -6 | 1 | 5 | .
COc1ccc2oc(C(F)(F)C(F)(F)F)cc(=O)c2c1 | -1.4 | 96 | -3 | 99 | 5 | 3 | 1 | -4 | 11 | -4
O=C(CCC(=O)Nc1nnc(C2CCCCC2)s1)NCc1cccs1 | 0.1 | 93 | -4 | 100 | -39 | 3 | 0 | -8 | 9 | .
CC(C)c1cc(C(=O)N/N=C/c2ccco2)n[nH]1 | 1.2 | 104 | -4 | 97 | -2 | 1 | -1 | -4 | 3 | 5
O=C(CN(Cc1ccc2c(c1)OCO2)C(=O)c1cnsn1)NC1CCCC1 | -1.6 | 91 | 4 | 105 | -46 | 0 | 0 | -4 | 4 | -109

Hits appear at their usual frequency; any-hit rate near 6.1%.
